PLC-gamma1 inh: PLC-gamma1 (human) inhibition, primary screen; inhibition, % at 12.2 µM; actives 0.84% (n = 370,000); P19174; purified PLC-gamma1, fluorogenic substrate, fluorescence; AID 720700; in the data active means inhibition above about 9.5%
MBD2 inh: blocks human MBD2 binding to methylated DNA. Q9UBB5. TR-FRET, MBD2 binding to methylated oligonucleotide. inhibition, % at 4.4 µM. actives 0.31% (n = 370,000). AID 686964; in the data active means inhibition above about 13%
NR1D1 modulator: modulates human Rev-erb alpha binding to DNA; Rev-erbα–FITC-DNA binding, fluorescence polarization, 90 min; activity, % at 10 µM; actives 0.79% (n = 370,000); AID 1259318;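 active means activity above about 14%, limit read from the data; passing the limit was not always enough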;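 further: 0% = DMSO wells with 35 nM protein and 100% = DMSO wells with 750 nM protein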
PLCb3 inh: blocks human PLC-beta3 enzyme activity. Purified PLC-beta3, fluorogenic substrate, fluorescence. AID 720704. inhibition, % at 12.2 µM. Q01970. actives 0.18% (n = 370,000); in the data active means inhibition above about 11%;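 further: 0% = median of compound wells on plate and 100% = full blocker control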
hgDAF-12 ag: activates the H. glycines DAF-12 receptor ligand-binding domain; actives 1.8% (n = 370,000); activation, % at 6.8 µM; HEK293 GAL4-hgDAF12 UAS-luciferase reporter, agonist luminescence; normalized to butyrate control;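 active means activation above a cutoff set at the mean of all screened compounds plus 3 SD, cut at about 10% in these data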;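 further: 0% = DMSO wells and 100% = sodium butyrate wells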
DAX1 inh-1: inhibitors of DAX1 repression of SF-1 activated StAR promoter; HEK293T StAR-luciferase reporter, SF-1/DAX-1 repression relief; actives 1.1% (n = 370,000); inhibition, % at 6.8 µM; AID 652010;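 active means inhibition above the mean over all tested compounds plus 3 SD, cut at about 3.6% in these data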;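 further: 0% = DAX-1 cells with DMSO and 100% = cells lacking DAX-1 with DMSO; higher inhibition means more luminescence from relief of DAX-1 repression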
SMARCA2 act: activators of SMARCA2 function; MG213 cells, MMTV-luciferase reporter, dexamethasone, overnight; activation, % at 9.1 µM; AID 652017; actives 1% (n = 370,000); in the data active means activation above about 7.8%;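 further: 0% = vehicle wells and 100% = reference activator wells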
DAX1 inh-2: inhibitors of human orphan nuclear receptor DAX1 (NR0B1). P51843. HEK293 Gal4-DAX1 luciferase reporter, luminescence. inhibition, % at 6.75 µM. actives 0.99% (n = 340,000). AID 504766;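 active means inhibition above the mean over all tested compounds plus 3 SD, cut at about 4.2% in these data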;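 further: 0% = DAX1-transfected cells with DMSO and 100% = empty-vector control cells with DMSO; inhibition shows as a rise in luminescence from relieved DAX1 repression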
Target sequence (P51843 207-470 limits assumed): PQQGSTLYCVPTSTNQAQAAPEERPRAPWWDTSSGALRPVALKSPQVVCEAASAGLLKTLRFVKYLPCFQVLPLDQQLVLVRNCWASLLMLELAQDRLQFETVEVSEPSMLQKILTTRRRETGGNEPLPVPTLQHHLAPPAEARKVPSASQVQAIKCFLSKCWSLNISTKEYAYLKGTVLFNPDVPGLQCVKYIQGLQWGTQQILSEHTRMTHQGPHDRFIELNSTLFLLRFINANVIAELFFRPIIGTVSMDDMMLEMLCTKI
ADAM17 inh: ADAM17 inhibition, QFRET primary screen; P78536; AID 720648; actives 0.83% (n = 370,000); recombinant ADAM17, EDANS/DABCYL FRET peptide cleavage; inhibition, % at 6.95 µM;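 active means inhibition above the mean of compounds lying between control limits plus 3 SD, set per campaign, cut at about 8.5% in these data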;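 further: 0% = DMSO-only wells as the low control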
Target sequence (P78536 215-824 limits assumed): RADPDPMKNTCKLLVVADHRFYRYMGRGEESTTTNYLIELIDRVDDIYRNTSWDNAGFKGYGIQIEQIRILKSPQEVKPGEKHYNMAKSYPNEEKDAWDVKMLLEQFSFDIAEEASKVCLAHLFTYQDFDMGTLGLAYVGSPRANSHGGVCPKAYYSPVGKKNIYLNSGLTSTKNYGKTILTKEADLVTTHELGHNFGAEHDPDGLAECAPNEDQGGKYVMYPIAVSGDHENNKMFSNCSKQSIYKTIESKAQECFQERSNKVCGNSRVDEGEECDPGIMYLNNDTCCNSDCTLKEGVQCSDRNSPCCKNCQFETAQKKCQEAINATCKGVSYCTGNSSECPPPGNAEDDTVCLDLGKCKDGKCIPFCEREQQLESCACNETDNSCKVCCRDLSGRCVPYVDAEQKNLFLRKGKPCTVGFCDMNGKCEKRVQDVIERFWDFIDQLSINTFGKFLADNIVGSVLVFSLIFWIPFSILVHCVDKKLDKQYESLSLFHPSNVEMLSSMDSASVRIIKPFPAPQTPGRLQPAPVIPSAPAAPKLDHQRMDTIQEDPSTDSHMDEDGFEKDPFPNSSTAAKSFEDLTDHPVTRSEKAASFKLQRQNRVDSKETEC
ssDAF12 agonist: activators of S. stercoralis DAF-12 nuclear receptor; activation, % at 6.8 µM; AID 652126; HEK293 ssDAF-12/GRIP1 lit1-tk-luc reporter, luminescence; % of 3 µM dafachronic acid response; actives 1% (n = 370,000);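 active means activation above the mean over all tested compounds plus 3 SD, cut at about 0.9% in these data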;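 further: 0% = DMSO-only wells and 100% = 3 µM delta7-dafachronic acid wells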
hcDAF12 agonist: activates DAF-12 receptor from parasite H. contortus | activation, % at 6.8 µM | HEK293 hcDAF-12 lit1-tk-luc reporter, luminescence; 0% DMSO, 100% Δ7-dafachronic acid | actives 1.4% (n = 370,000);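 active means activation above the mean of all tested compounds plus 3 SD, cut at about 5.5% in these data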;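 further: 100% = response to 3 µM Δ7-dafachronic acid high control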
* = called active by the depositor; · = not tested or not shown.

Molecule	MBD2 inh	NR1D1 modulator	hcDAF12 agonist	hgDAF-12 ag	ssDAF12 agonist	DAX1 inh-2	ADAM17 inh	PLC-gamma1 inh	DAX1 inh-1	SMARCA2 act	PLCb3 inh
CC(=O)c1ccc(NC(=O)C(C)OC(=O)c2ccc(NS(=O)(=O)c3ccc(F)c(F)c3)cc2)cc1 (stereo not drawn)	-4	1	1.0	-0.5	-1.5	-0.6	4	0	0.5	-1	1
O=C(NCc1ccc(F)cc1)C1CC(=O)N(C2CCCCCCC2)C1 (stereo not drawn)	-3	0	-0.8	0.7	-1.5	0.1	-7	1	-0.3	-2	-9
Cc1csc(NC(=O)C2CCCC2)n1	-4	-2	5.1	5.7	0.0	0.5	-4	1	0.2	-1	-1
CC12CCC(=O)C=C1C(O)CC1C2CCC2(C)C1CCC2(O)C(=O)CO (stereo not drawn)	0	-5	-0.2	-0.5	-0.7	0.3	-3	0	-1.2	-4	-1
CC12CCC(C(=O)Nc3cc(Cl)ccc3Cl)(C/C1=N\O)C2(C)C (stereo not drawn)	-4	0	-2.1	1.4	-1.5	1.4	1	1	-0.9	-1	2
CC(Oc1ccccc1)C(=O)OCC(=O)Nc1sccc1C(N)=O (stereo not drawn)	6	2	0.8	-1.4	-0.1	-1.0	1	-3	-0.6	-3	-6
Nc1nc2c(Br)ccc(Br)c2cc1C(=O)NCCc1ccccc1	-1	12	1.5	0.1	-1.1	·	-4	-4	0.1	-2	-4
O=C(Cc1coc2ccc3ccccc3c12)NCc1cccs1	-8	-2	-3.3	5.1	-0.4	1.2	0	1	0.1	0	2
O=C(O)/C=C/c1ccccc1Oc1ccc(Cl)cc1Cl	-8	3	-1.9	-0.9	-1.0	-0.1	2	-1	-0.3	0	1
Brc1ccc2c(c1)-c1ccccc1C1=NCCN12	13	0	-1.0	2.6	-1.1	-0.3	-6	-6	0.1	1	-2
Cc1noc(C)c1S(=O)(=O)N(CC(=O)NC(C)c1ccccc1)c1ccc(C(C)C)cc1 (stereo not drawn)	1	2	-0.6	2.0	-0.1	0.8	-4	1	-0.4	3	-6
COc1cccc(/C=N/n2cnc3cc(C)c(C)cc32)c1OC	1	9	0.3	4.0	-1.9	3.1	5	-1	0.7	-1	1
C[C@H](O)[C@@H]1C(=O)N2CCc3ccc(-c4cccc(F)c4)cc3[C@@H]2C[C@@H]1N(C)C(=O)Nc1ccccc1	-1	1	0.1	-0.4	-0.8	-1.2	-21	-24	0.7	-4	-46
O=C(C1=C[C@@H](c2ccc(C(F)(F)F)cc2)C[C@@H](OCc2ccc(CO)cc2)O1)N1CCOCC1	-1	5	-1.9	0.3	-0.8	1.0	0	0	0.1	-1	3
Cc1ccc(S(=O)(=O)N2CCN(C(=O)c3cc(S(=O)(=O)N(C)C)ccc3N3CCCC3)CC2)c(C)c1	-5	0	-2.0	-3.2	-0.9	-0.2	-3	0	0.5	0	-5
CCOc1ccccc1C1C2C(=O)N(c3ccccc3)C(=O)C2ON1c1ccccc1 (stereo not drawn)	-4	-2	-0.9	0.2	-1.1	0.3	-4	5	-0.3	0	2
COC(=O)c1cccnc1-n1c(=O)c2cccnc2n(Cc2cccc(C(F)(F)F)c2)c1=O	6	-2	-2.3	-4.7	-0.8	-1.8	-8	-1	-0.1	-1	-12
Cc1cc(F)cc(-c2cc(C(=O)NCc3ccco3)[nH]n2)c1	5	-3	-0.3	2.7	0.3	·	-4	-1	0.4	1	-3
COC(=O)c1ccc2c(=O)n(CC3CCCO3)c(SCC(=O)Nc3ccc(OC)cc3OC)nc2c1 (stereo not drawn)	-10	0	-2.1	-2.6	-1.6	1.1	-2	8	0.5	-4	-1
c1ccc(Cc2nnc3sc(-c4cccs4)nn23)cc1	0	1	-1.4	-2.8	-1.1	-1.1	-3	-2	-0.5	-1	-4
CCCc1nc2ccc(C)cn2c1Cc1ccc(OC)cc1C	3	0	-1.7	2.7	-0.6	·	-10	-15	0.5	-4	-24
CCOC(=O)c1cn(CC(=O)Nc2cccc(Cl)c2C)nn1	1	3	0.1	-0.3	-1.5	0.4	-3	-2	-0.7	-1	-12
CC12CCCC(C(C#N)C(N)=O)(C1)NC(=O)C2C#N (stereo not drawn)	3	-5	0.2	3.0	-0.8	2.3	4	5	0.0	-2	0
COc1ccc(C(=O)Nc2ccc(S(=O)(=O)N3CCCC3)cc2)c(OC)c1	-5	15	-2.9	-0.3	-2.0	-1.3	-3	-3	-1.9	0	-3
CC1=NN2C(=N)/C(=C\c3ccc(SCc4ccccc4)o3)C(=O)N=C2S1	-1	3	-0.7	-1.1	-1.0	-0.9	-1	-10	-0.7	1	-14
O=C1CC(N2CCC(O)(c3ccc(Cl)cc3)CC2)C(=O)N1 (stereo not drawn)	-2	3	-1.6	-1.3	-1.4	-1.4	5	8	2.9	-2	6
COc1ccc(OC)c(-c2cc(C3CCN(c4cc(Cl)nc(N)n4)CC3)[nH]n2)c1	-4	2	-4.7	-6.0	-2.8	-4.2	0	3	-2.9	-5	1
C=CCNc1cccc2c1S(=O)(=O)N[C@H](CC(C)C)CO2	-8	-6	-0.5	0.1	-1.7	·	-2	0	-0.8	2	2
NC(=O)c1ccsc1NC(=O)COC(=O)CCCOc1ccccc1	-3	-1	-1.0	-1.1	-1.4	-0.3	-1	0	-1.4	0	-5
O=C(CCNS(=O)(=O)c1ccccc1)NNC(=O)C1COc2ccccc2O1 (stereo not drawn)	2	-5	2.2	0.1	-0.7	0.8	-4	0	0.5	1	-6

Ordered by SMILES length (ascending): part of the list above.
Molecule	MBD2 inh	NR1D1 modulator	hcDAF12 agonist	hgDAF-12 ag	ssDAF12 agonist	DAX1 inh-2	ADAM17 inh	PLC-gamma1 inh	DAX1 inh-1	SMARCA2 act	PLCb3 inh
Cc1csc(NC(=O)C2CCCC2)n1	-4	-2	5.1	5.7	0.0	0.5	-4	1	0.2	-1	-1
Brc1ccc2c(c1)-c1ccccc1C1=NCCN12	13	0	-1.0	2.6	-1.1	-0.3	-6	-6	0.1	1	-2
c1ccc(Cc2nnc3sc(-c4cccs4)nn23)cc1	0	1	-1.4	-2.8	-1.1	-1.1	-3	-2	-0.5	-1	-4
O=C(Cc1coc2ccc3ccccc3c12)NCc1cccs1	-8	-2	-3.3	5.1	-0.4	1.2	0	1	0.1	0	2
CCOC(=O)c1cn(CC(=O)Nc2cccc(Cl)c2C)nn1	1	3	0.1	-0.3	-1.5	0.4	-3	-2	-0.7	-1	-12
COc1cccc(/C=N/n2cnc3cc(C)c(C)cc32)c1OC	1	9	0.3	4.0	-1.9	3.1	5	-1	0.7	-1	1
O=C(CCNS(=O)(=O)c1ccccc1)NNC(=O)C1COc2ccccc2O1 (stereo not drawn)	2	-5	2.2	0.1	-0.7	0.8	-4	0	0.5	1	-6
COc1ccc(C(=O)Nc2ccc(S(=O)(=O)N3CCCC3)cc2)c(OC)c1	-5	15	-2.9	-0.3	-2.0	-1.3	-3	-3	-1.9	0	-3
CC1=NN2C(=N)/C(=C\c3ccc(SCc4ccccc4)o3)C(=O)N=C2S1	-1	3	-0.7	-1.1	-1.0	-0.9	-1	-10	-0.7	1	-14
COc1ccc(OC)c(-c2cc(C3CCN(c4cc(Cl)nc(N)n4)CC3)[nH]n2)c1	-4	2	-4.7	-6.0	-2.8	-4.2	0	3	-2.9	-5	1
CC(=O)c1ccc(NC(=O)C(C)OC(=O)c2ccc(NS(=O)(=O)c3ccc(F)c(F)c3)cc2)cc1 (stereo not drawn)	-4	1	1.0	-0.5	-1.5	-0.6	4	0	0.5	-1	1
O=C(C1=C[C@@H](c2ccc(C(F)(F)F)cc2)C[C@@H](OCc2ccc(CO)cc2)O1)N1CCOCC1	-1	5	-1.9	0.3	-0.8	1.0	0	0	0.1	-1	3
Cc1ccc(S(=O)(=O)N2CCN(C(=O)c3cc(S(=O)(=O)N(C)C)ccc3N3CCCC3)CC2)c(C)c1	-5	0	-2.0	-3.2	-0.9	-0.2	-3	0	0.5	0	-5

(continued)
Molecule	MBD2 inh	NR1D1 modulator	hcDAF12 agonist	hgDAF-12 ag	ssDAF12 agonist	DAX1 inh-2	ADAM17 inh	PLC-gamma1 inh	DAX1 inh-1	SMARCA2 act	PLCb3 inh
COC(=O)Cn1c(=NC(=O)CCS(=O)(=O)c2ccccc2)sc2c(OC)ccc(OC)c21	2	82*	0.7	-0.8	-0.7	1.1	-4	-3	0.4	4	-16
CCc1nnc(NC(=O)C2CC(=O)N(Cc3ccco3)C2)s1 (stereo not drawn)	-4	0	-0.4	2.4	-0.5	-0.8	-4	-2	-0.2	-1	1
O=C(CSc1nnc(-c2ccccc2F)n1CCc1ccccc1)Nc1ccc2[nH]c(=O)[nH]c2c1	6	-1	-2.9	-1.8	-1.4	1.2	0	-3	0.4	-3	-4
CCSc1nc2ccccc2n1CCOc1ccccc1	-3	-1	-0.9	1.8	-0.7	0.2	-2	0	1.6	1	2
Cc1ccoc1C(=O)NCCCNC(=O)c1occc1C	-9	-2	-1.0	-0.4	-1.2	0.1	-4	2	-0.2	-3	2
COc1cccc(CC(=O)NN2C(=O)NC3(CCCCC3)C2=O)c1	-7	-4	-1.1	2.7	-1.5	0.3	-2	-2	0.8	-1	-1
O=C(CCCSc1nc2sc3c(c2c(=O)[nH]1)CCC3)NCCCO	3	-5	-2.0	1.4	-1.1	-0.6	-9	-1	1.7	-2	1
Nc1c(-c2ccccc2)c(CN2CCOCC2)nn1-c1cccc([N+](=O)[O-])c1	1	0	-1.7	1.0	-1.8	-0.8	-2	2	0.3	0	-2
CCOc1ccc(S(=O)(=O)NCc2ccncc2)cc1NC(=O)c1ccccc1F	-7	-1	-1.8	-3.5	-1.3	0.5	4	5	-0.3	-5	5
O=c1cc(-c2ccccc2)cc(-c2ccccc2)n1CCCO	1	0	-1.4	-1.2	-1.5	0.0	-3	-2	-0.2	0	-2
CC(Cc1ccccn1)NC(=O)CCc1nnc(C2CCCCC2)o1 (stereo not drawn)	5	9	0.7	3.8	-1.2	0.2	-4	1	0.6	1	-1
COC(=O)C12CC3CC(C1)CC(n1cnc(Cl)n1)(C3)C2	9	6	-2.0	-2.1	-1.0	0.4	-4	1	-0.2	-5	-1
CCN(CC)S(=O)(=O)c1cccc(-c2nnc(SCC(=O)NC3CCCCCC3)n2N)c1	-7	7	-1.2	-3.8	-1.5	-0.7	0	5	-1.8	-5	9
O=C(CSc1nnc(Cc2cccs2)n1Cc1ccco1)Nc1cccc(Cl)c1	-1	7	0.3	1.0	-0.9	0.2	6	3	-1.2	-3	1
Cc1c(C)c2ccc(OCC(=O)Nc3ccccn3)c(C)c2oc1=O	2	20	-6.7	-14	-2.4	-6.1	-10	-1	-1.6	-8	-8
COC(=O)c1sc(NC(=O)COc2cccc3ccccc23)nc1C	-5	9	0.6	1.1	-0.6	0.3	-2	5	-0.1	10*	2

Source: PubChem (several laboratories)
